Source: PubChem BioAssay (several laboratories)
Thrombin inh: blocks human thrombin protease activity; inhibition, % at 5 µM; AID 1046; alpha-thrombin, Boc-VPR-AMC fluorogenic substrate cleavage; hit rate 0.26% among 220,000; P00734;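 active = inhibition at or above 40%; inactive = inhibition below 40%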;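 note: 0% = enzyme with no compound and 100% = wells without enzyme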
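Material: Human alpha-thrombin protein | Buffer or medium: pH 7.5 Tris-saline with Tween 20 | Reagent: Boc-VPR-AMC substrate, 15 µM final | Schedule: Reaction at ambient temperature | Detection: AMC fluorescence at 355 nm excitation and 460 nm emission | Evaluation: Percent inhibition scaled between no-compound controls and no-enzyme blanks | Controls: no-compound enzyme wells and no-enzyme blanks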
Cl transport mod: KCC2 (human) Cl- transport modulation | Q9H2X9 | KCC2 cells, thallium flux FluoZin-2 fluorescence | B-score of Tl+ flux slope (higher = more flux/activation; lower = inhibition) at 10 µM | hit rate 2.2% among 190,000 | AID 1456;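 active = thallium flux slope and its plate-corrected score both differing from the plate sample mean at a set confidence after two filtering rounds, in either direction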;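 note: slope of fluorescence scaled to starting intensity during 10 to 20 s after thallium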
p97 inhibitor: human p97 ATPase inhibition. P55072. recombinant p97 ATPase, Kinase-Glo ATP luminescence, 3 h. inhibition, % at 8 µM. hit rate 0.42% among 220,000; in the data active = inhibition above about 15%;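 note: 0% = DMSO vehicle and 100% = wells lacking enzyme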
FXIa inh: inhibitors of human coagulation factor XIa; hit rate 0.14% among 220,000; inhibition, % at 5 µM; P03951; purified FXIa, Boc-Glu-Ala-Arg-AMC fluorogenic substrate;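 active = inhibition of at least 40%; inactive = inhibition below 40%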;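 note: fluorescence of freed AMC excited at 355 nm; 0% = enzyme without compound and 100% = no enzyme blank; many of its hits are not listed in these tables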
Wee1 stabilizer: inhibitors of human Wee1 degradation | HeLa Luc-Wee1K328M stability, luciferase luminescence; 100% = proteasome inhibitor MG132 effect | reporter increase, % at 5 µM | hit rate 1.2% among 220,000 | AID 1321;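 active = activation above the mean of all tested compounds plus 3 SD, set per screening run, cut at about 8.8% in these data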;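 note: cells exposed to compound for 20 h before luminescence read; 0% = DMSO alone and 100% = MG132 at 30 µM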
FXIIa inh 1536: factor XIIa (human) inhibition. hit rate 0.3% among 220,000. purified FXIIa, Boc-QGR-AMC fluorogenic substrate, 2 h. P00748. inhibition, % at 5 µM. AID 800; in the data active = inhibition above about 40%;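 note: 0% = enzyme with no compound and 100% = blank without enzyme; many of its hits are not listed in these tables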
Target sequence (P00748 20-372 limits assumed): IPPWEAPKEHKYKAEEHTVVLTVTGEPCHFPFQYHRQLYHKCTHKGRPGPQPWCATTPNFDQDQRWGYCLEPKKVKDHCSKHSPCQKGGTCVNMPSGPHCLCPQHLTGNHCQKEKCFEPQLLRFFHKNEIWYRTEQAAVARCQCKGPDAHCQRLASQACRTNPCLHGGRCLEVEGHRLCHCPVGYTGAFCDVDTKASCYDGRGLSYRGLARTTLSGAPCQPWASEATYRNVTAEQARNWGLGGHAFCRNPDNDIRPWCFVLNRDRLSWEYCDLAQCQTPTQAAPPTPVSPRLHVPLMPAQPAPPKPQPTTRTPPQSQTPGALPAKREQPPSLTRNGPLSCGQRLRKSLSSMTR
Target sequence (P00748 373-615 limits assumed): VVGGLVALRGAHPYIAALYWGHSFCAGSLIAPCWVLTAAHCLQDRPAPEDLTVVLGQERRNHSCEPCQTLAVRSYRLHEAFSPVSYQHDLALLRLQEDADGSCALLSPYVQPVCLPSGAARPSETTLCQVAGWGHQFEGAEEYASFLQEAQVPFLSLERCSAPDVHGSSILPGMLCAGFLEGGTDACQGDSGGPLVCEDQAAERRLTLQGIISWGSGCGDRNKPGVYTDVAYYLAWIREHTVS
PERK inh: human PERK inhibition, primary cell-based screen | AID 1416 | Q9NZJ5 | CHO PERK-DD fusion, SEAP luminescence translation reporter | hit rate 0.17% among 220,000 | inhibition, % at 5.6 µM;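 active = inhibition above the mean inhibition of all tested compounds plus 3 SD, set separately per screening campaign, cut at about 2.9% in these data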;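 note: PERK kinase domain activated by AP20187 dimerizer at 100 nM; 0% = DMSO with dimerizer and 100% = rapamycin at 8.4 µM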
Furin inh: human furin inhibition; AID 463115; P09958; hit rate 0.061% among 220,000; purified furin, fluorogenic substrate cleavage; inhibition, % at 30 µM; in the data active = inhibition above about 25%; note: inactives centre near -15
hK5 inh: inhibitors of human kallikrein 5. hit rate 0.59% among 210,000. recombinant hK5, fluorogenic AMC substrate cleavage. inhibition, % at 5 µM. Q9Y337. AID 873;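 active = inhibition of 40% or more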;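 note: 0% = enzyme controls without compound and 100% = no-enzyme blanks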
Target sequence (Q9Y337 67-293 limits assumed): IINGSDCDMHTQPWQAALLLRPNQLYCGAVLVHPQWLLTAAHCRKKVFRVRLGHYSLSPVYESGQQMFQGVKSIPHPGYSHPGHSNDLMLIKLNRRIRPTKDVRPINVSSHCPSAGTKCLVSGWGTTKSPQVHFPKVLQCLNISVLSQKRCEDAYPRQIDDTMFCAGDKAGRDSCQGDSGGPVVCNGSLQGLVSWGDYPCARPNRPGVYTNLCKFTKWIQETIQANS
Starred values were filed as active, the others as inactive; nt = not tested or not shown; [ ] = another dose, or the depositor's remark.

Value order: Thrombin inh	Cl transport mod	p97 inhibitor	FXIa inh	Wee1 stabilizer	FXIIa inh 1536	PERK inh	Furin inh	hK5 inh
> CC(C)[C@@H](N)C(=O)N/N=C/c1ccc2nccnc2c1
  -7	0.29	5	0	-3	8	0.2	1	0
> CCOc1ccc(OCCn2nnc3ccccc3c2=O)cc1
  5	0.5	0	-3	0	5	0.7	-7	-6
> CC(C)CNC(=O)c1ccccc1NC(=O)c1ccc(CSc2ccccc2)cc1
  11	-0.015	-4	7	-1	13	0.0	-9	24
> CC(C)CCNC(=O)C(Cc1ccccc1)NS(=O)(=O)c1ccc2c(c1)c(=O)n(C)c(=O)n2C (centres undefined)
  3	nt	-6	5	-1	17	-0.8	-3	-6
> COc1ccc(N2CCN(C(=O)CN(c3ccccc3)S(=O)(=O)c3ccc(OC)cc3)CC2)cc1
  0	nt	-6	-5	-3	-1	-3.7	-6[20 µM]	-7
> C/C(=N\Nc1nc(-c2ccccn2)nc2ccccc12)c1ccc(F)cc1
  -7	1.7	-3	-5	1	2	-0.4	-23	-54
> O=C1CCCC(O)=C1N=Nc1cccc(C(=O)O)c1
  nt	-0.058	4	6	-1	10	1.1	-11	-4
> Cn1ccnc1C1CCCCN1C(=O)c1cc(COc2ccc(F)cc2Cl)on1 (centres undefined)
  -3	-4.3	-5	-4	0	4	-0.6	-15	-5
> Cc1ccccc1OCC(=O)O/N=C(\N)Cc1ccc(Cl)cc1
  -4	-0.92	0	-3	-2	6	0.6	-8[20 µM]	-10
> CC(C)CNc1c(N)c(=O)oc2ccccc12
  -10	-0.65	-3	22	3	13	0.4	-9[20 µM]	-20
> N#CCC(=N)N1CCN(c2ccccc2Cl)CC1
  -4	nt	3	-4	-3	3	0.9	-15[20 µM]	-20
> COc1cc2c(cc1OC)CN(c1nc(CN3CCOCC3)nc3sc4c(c13)CCC(C)C4)CC2 (centres undefined)
  0	0.71	-3	9	2	13	-1.1	-23	-13
> COC(=O)c1sccc1NC(=S)Nc1cc(OC)ccc1OC
  5	0.3	4	6	-1	0	1.1	-15	-14
> Cc1cc(C)nc(NC(=O)CSc2ccccn2)n1
  -1	-0.74	3	6	17*	5	0.9	-29	1
> Cc1cc(C)nc(N2CCN(C(=O)CCC(=O)Nc3nnc(CC(C)C)s3)CC2)n1
  1	1	-7	1	6	10	-2.2	-11	-1
> Cc1cc(/C=C(/C#N)C(=O)Nc2ccccc2)c(C)n1-c1cccnc1
  0	1.3	-1	3	4	12	0.4	-27[20 µM]	-4
> CCc1oc(C(=O)O)cc1CN(CC)CC
  -3	1.5	1	-1	1	11	-1.1	-15[20 µM]	-11
> CSc1ccc(Cl)c(C(=O)Nc2ccc(C)cn2)c1
  1	-1.8	-1	-6	3	-3	0.1	-22	-26
> Cc1cccc(N2CCN(C(=O)N3CCOCC3)CC2)c1C
  2	-0.097	0	0	2	7	0.3	-19	-5
> O=C(CSc1ncnc2c1cnn2-c1ccccc1)Nc1ccc2c(c1)OCO2
  1	nt	3	1	6	11	0.2	-13	-1
> O=C(c1ccccc1)c1ccc(OCC(=O)N2CCOCC2)cc1
  -2	0.65	4	-9	3	4	0.8	-25	-6
> COc1cccc(C(=O)/C=C/c2ccc(OCC#N)c(OC)c2)c1
  0	0.92	2	-1	1	8	-0.2	-25	0
> COC(=O)COc1ccc2c(-c3ccc(OC)cc3)cc(=O)oc2c1
  -4	-0.33	-2	-18	-1	5	0.3	-23[20 µM]	-20
> O=[N+]([O-])c1ccc(-c2nn(-c3ccccc3)cc2/C=N/n2c(-c3cccs3)n[nH]c2=S)cc1
  -3	0.73	4	0	3	4	1.7	-24	2
> Cc1ccc(Sc2ccc(C(=O)NC(C)C)cc2[N+](=O)[O-])cc1
  1	nt	-1	0	1	13	0.6	-25[20 µM]	-1
> CCn1c(C)c(CS(=O)(=O)c2ccccc2)[nH]c1=O
  0	0.57	4	8	0	6	0.9	-23	-5
> O=C(O)CCCN=CC1=C(O)CNC1=O
  nt	0.077	6	-3	-3	0	0.5	-17	-3
> Fc1ccc2nc(N3CCCC3)sc2c1
  0	0.78	-2	1	7	9	0.4	-26	4
> CC1CCC/C(=N/NC(=O)c2ccccc2-n2cccc2)C1 (centres undefined)
  0	-0.16	0	5	-3	12	0.9	-14	-4
> Nc1ccc(C(=O)Nc2ccc(OC(F)(F)C(F)F)c(NC(=O)c3ccc(N)cc3)c2)cc1
  -11	-0.82	4	14	4	10	0.5	-13	-5

For convenience, part of the list above:
Value order: Thrombin inh	Cl transport mod	p97 inhibitor	FXIa inh	Wee1 stabilizer	FXIIa inh 1536	PERK inh	Furin inh	hK5 inh
> O=[N+]([O-])c1ccc(-c2nn(-c3ccccc3)cc2/C=N/n2c(-c3cccs3)n[nH]c2=S)cc1
  -3	0.73	4	0	3	4	1.7	-24	2
> Cc1ccc(Sc2ccc(C(=O)NC(C)C)cc2[N+](=O)[O-])cc1
  1	nt	-1	0	1	13	0.6	-25[20 µM]	-1

An excerpt from above in order of the Wee1 stabilizer value, ascending.
canonical_smiles,Wee1 stabilizer
CC(C)[C@@H](N)C(=O)N/N=C/c1ccc2nccnc2c1,-3
CC(C)CCNC(=O)C(Cc1ccccc1)NS(=O)(=O)c1ccc2c(c1)c(=O)n(C)c(=O)n2C (centres undefined),-1
Cc1ccc(Sc2ccc(C(=O)NC(C)C)cc2[N+](=O)[O-])cc1,1

The list goes on.
Value order: Thrombin inh	Cl transport mod	p97 inhibitor	FXIa inh	Wee1 stabilizer	FXIIa inh 1536	PERK inh	Furin inh	hK5 inh
> CN1C(=CC=C2C=C(I)C(=O)C(I)=C2)C(C)(C)c2ccccc21
  1	0.41	-36	4	-2	13	1.5	-19	-1
> C=CCN=C1SCC(=O)N1S(=O)(=O)c1ccc(C)cc1
  32	-0.48	3	-2	0	11	1.5	-4[20 µM]	-5
> O=C(COC(=O)CNC(=O)c1ccc(Cl)cc1)Nc1ccc2c(c1)OCCO2
  -9	-1.4	9	6	-2	10	1.1	-2	-14
> Cc1nn(C)cc1/C=N/NC(=O)C(C)(C)Oc1ccc(Cl)cc1
  3	1.1	0	3	0	14	0.2	-9[20 µM]	-1
> COc1ccc(C2=NOC(C(=O)Nc3c(C)n(C)n(-c4ccccc4)c3=O)C2)cc1 (centres undefined)
  -6	-0.052	-4	-5	2	4	0.6	-10	-10
> COC(=O)CCC(=O)OC1(C)C(=O)C2=CN(C(CO)CO)C(c3ccc(OC)cc3)=CC2=C(Br)C1=O (centres undefined)
  -5	-0.57	nt	1	nt	4	nt	-13	-1
> CCOC(=O)c1cc(NC(=O)/C=C\C(=O)O)ccc1Cl
  0	0.017	2	-6	0	-7	1.3	-19	-23
> Cc1ccccc1OCC(=O)Nc1sc2c(c1C#N)CCC2
  5	nt	-5	8	7	10	0.9	-4[20 µM]	-8
> COc1cccc(-c2cc(=O)c3cc(NC(=O)c4ccc(Cl)cc4)ccc3[nH]2)c1
  2	-0.11	2	7	-1	17	0.2	-12	-10
> N#Cc1ccc(OCC(=O)Nc2cc(S(=O)(=O)N3CCCCC3)ccc2N2CCCCC2)cc1
  -3	-0.2	0	-1	6	9	1.0	-21	-9
> Cn1c(SCC(=O)c2ccc(F)cc2)nnc1-c1cccnc1
  4	0.16	2	0	0	2	0.7	-17	-6
> COC(=O)c1[nH]c2cc(C)ccc2c1NC(=O)CN1CCN(C(=O)c2ccco2)CC1
  0	0.74	-6	18	1	26	-1.0	-14	-11
> CCOC(=O)C1(Cc2ccccc2)CCN(Cc2cccc3c2OCO3)CC1
  -8	0.34	3	-4	-2	6	-0.9	-20	-1
> COc1ccc(C)cc1N(C(=O)c1ccccc1F)c1nc2ccccc2s1
  -3	-0.1	-1	16	4	22	-0.4	-10	-21
> CCCC(=O)Nc1nc2ccc(NC(=O)c3cccnc3)cc2s1
  3	nt	3	6	3	18	0.3	-35	7
> Cc1nnc(NC(=O)C(C)Sc2nncn2C)s1 (centres undefined)
  -3	0.32	-5	-3	-2	5	0.7	-5	-2
> CC(C)(C)NC(=O)C(c1ccco1)N(C(=O)c1ccc(CN2CCOCC2)o1)c1ccccc1 (centres undefined)
  0	nt	0	5	-2	21	-1.6	-16	-1
> N#CC(C(=O)NC1CCCCC1)=C1CCCCC1
  -6	0.054	3	-5	0	1	1.1	12	-15
> O=C(Nc1cccc2ccccc12)c1ccc(Br)o1
  1	-1.5	2	18	2	14	-0.1	-23[20 µM]	13
> CC(C)[C@H](NC(=O)Nc1cccc(Br)c1)C(=O)O
  1	-0.03	12	4	-2	11	0.3	-16	-4
> Cc1cc(C)c(C)c(S(=O)(=O)NCC(=O)O)c1C
  4	0.55	0	9	-1	16	-0.4	-16[20 µM]	-6
> COc1ccccc1Nc1nc2nonc2nc1N1CCC(C)CC1
  1	-0.15	6	8	-3	11	1.2	-21	-2
> CCOc1ccc(Cn2nnc(C(=O)Nc3cc(OC)cc(OC)c3)c2N)cc1
  9	nt	-1	8	1	16	-0.1	-35	-1
> CC(C)(C)c1ccc(C(=O)N2CCC(C(=O)NCCC3=CCCCC3)CC2)cc1
  -3	-2.4	-3	2	0	15	-0.2	-5[20 µM]	4
> CCOc1ccc(N2C(=O)c3cccnc3C2Nc2ccc(OC)cc2)cc1 (centres undefined)
  -5	nt	-1	-5	-2	7	-0.6	-11	-4
> Cc1nc2ccc(C(=O)c3ccccc3)cc2[nH]1
  -8	-1.3	-5	4	-2	-7	-0.4	-12[20 µM]	-16
> Nc1n[nH]c(C2CCCCC2)n1
  0	0.43	-5	-2	-2	8	-1.0	-8	-2
> O=C(Nc1ccc(Sc2ccc(Br)cc2)cc1)c1ccco1
  4	0.032	-6	6	2	24	-1.2	-7[20 µM]	-1
> Cc1nnc(SCC(=O)NCc2ccccc2Cl)n(N)c1=O
  -4	2	6	-2	4	0	0.7	-16	-5
> CCN(CC)S(=O)(=O)c1ccc(NN=C2CCN(C(C)C)CC2)c([N+](=O)[O-])c1
  -3	-0.69	-1	-5	0	0	-0.4	-13	-3
> O=C(c1ccc(Cl)c(S(=O)(=O)NCc2ccccc2)c1)N1CCN(c2ccccn2)CC1
  -3	-2.1	-8	-5	3	0	-0.9	-11[20 µM]	7
> CCOc1ccccc1-n1c(SCC(N)=O)nc2ccccc2c1=O
  3	0.1	-4	2	3	9	-0.2	-15	3

Gathered by group: those above with an NH in an aromatic ring.
Value order: Thrombin inh	Cl transport mod	p97 inhibitor	FXIa inh	Wee1 stabilizer	FXIIa inh 1536	PERK inh	Furin inh	hK5 inh
> O=[N+]([O-])c1ccc(-c2nn(-c3ccccc3)cc2/C=N/n2c(-c3cccs3)n[nH]c2=S)cc1
  -3	0.73	4	0	3	4	1.7	-24	2
> CCn1c(C)c(CS(=O)(=O)c2ccccc2)[nH]c1=O
  0	0.57	4	8	0	6	0.9	-23	-5
> COc1cccc(-c2cc(=O)c3cc(NC(=O)c4ccc(Cl)cc4)ccc3[nH]2)c1
  2	-0.11	2	7	-1	17	0.2	-12	-10
> COC(=O)c1[nH]c2cc(C)ccc2c1NC(=O)CN1CCN(C(=O)c2ccco2)CC1
  0	0.74	-6	18	1	26	-1.0	-14	-11
> Cc1nc2ccc(C(=O)c3ccccc3)cc2[nH]1
  -8	-1.3	-5	4	-2	-7	-0.4	-12[20 µM]	-16
> Nc1n[nH]c(C2CCCCC2)n1
  0	0.43	-5	-2	-2	8	-1.0	-8	-2
